ATG4B inhibitor: inhibitors of human ATG4B cysteine protease; AID 504462; inhibition, % at 8.33 µM; actives 0.51% (n = 340,000); ATG4B cleavage of LC3-PLA2, NBD-HPC fluorescence, 1 h; in the data active = inhibition above about 40%
Target sequence (Q9Y4P1 whole entry, looked up): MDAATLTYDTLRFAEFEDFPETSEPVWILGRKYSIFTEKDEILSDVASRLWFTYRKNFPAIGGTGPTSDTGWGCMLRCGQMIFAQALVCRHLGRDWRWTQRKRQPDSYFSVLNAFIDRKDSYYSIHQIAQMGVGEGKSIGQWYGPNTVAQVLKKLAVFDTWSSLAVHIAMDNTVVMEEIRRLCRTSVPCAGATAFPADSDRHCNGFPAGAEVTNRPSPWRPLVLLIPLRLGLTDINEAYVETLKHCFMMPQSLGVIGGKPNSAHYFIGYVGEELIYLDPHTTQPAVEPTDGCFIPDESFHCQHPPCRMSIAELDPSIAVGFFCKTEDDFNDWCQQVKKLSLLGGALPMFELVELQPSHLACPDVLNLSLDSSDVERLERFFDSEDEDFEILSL
Apaf1 inhib: inhibitors of human Apaf-1 apoptosome; O14727; reconstituted apoptosome caspase-3 activity, DEVD-Rh110 fluorescence; inhibition, % at 20 µM; actives 0.71% (n = 330,000); AID 489030; active = inhibition of at least 40% at 20 µM;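 note: plate controls were DMSO wells for no effect and DEVD-CHO caspase inhibitor wells for full effect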
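Material: reconstituted apoptosome with Apaf-1, cytochrome c, caspase-9, procaspase-3, dATP. Technique: Rh110 fluorescence intensity. Buffer or medium: pH 7.5 Hepes buffer with CHAPS, BSA, DTT. Times: 30 min plus 50 min, RT.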
TIM10 inh: inhibits growth of TIM10 yeast strain; actives 1.4% (n = 330,000); S. cerevisiae TIM10 strain growth, BacTiter-Glo luminescence, 24 h; inhibition, % at 10 µM;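 active = inhibition of 40% or more at the single tested concentration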;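 note: wild-type TIM10 isogenic control strain grown at permissive 25 °C; 0% = DMSO yeast wells and 100% = minimal medium wells without yeast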
hIAP block: blocks human intestinal alkaline phosphatase; P09923; purified IAP, CDP-Star luminescence, 30 min; inhibition, % at 10 µM; actives 0.12% (n = 330,000); AID 2544;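 active = inhibition reaching a set limit with compound at 10 µM in the primary screen, cut at about 35% in these data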;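 note: plate controls were DMSO wells with enzyme for no effect and no-enzyme buffer wells for full effect; values of inactives mirror those of a sister screen read the other way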
Target sequence (P09923 whole entry, looked up): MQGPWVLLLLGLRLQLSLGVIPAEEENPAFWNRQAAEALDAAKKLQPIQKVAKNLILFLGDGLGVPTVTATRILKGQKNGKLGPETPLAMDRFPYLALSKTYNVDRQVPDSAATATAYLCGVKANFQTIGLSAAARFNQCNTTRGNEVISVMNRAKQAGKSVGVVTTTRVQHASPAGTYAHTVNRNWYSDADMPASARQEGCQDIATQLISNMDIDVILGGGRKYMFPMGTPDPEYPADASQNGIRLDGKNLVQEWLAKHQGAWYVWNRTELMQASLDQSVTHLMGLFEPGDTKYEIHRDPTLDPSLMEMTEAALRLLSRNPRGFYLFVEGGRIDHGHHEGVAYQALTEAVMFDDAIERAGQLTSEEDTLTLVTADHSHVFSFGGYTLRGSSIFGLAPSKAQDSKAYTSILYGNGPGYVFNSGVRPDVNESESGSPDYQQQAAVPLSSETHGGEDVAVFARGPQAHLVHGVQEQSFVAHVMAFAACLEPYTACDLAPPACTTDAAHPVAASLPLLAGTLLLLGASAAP
hIAP activ: human IAP activation. actives 0.16% (n = 330,000). AID 2524. activation factor at 10 µM. purified human IAP, CDP-Star luminescence, 30 min; stronger effect = higher value; 1 = vehicle-only enzyme, 0 = enzyme-free background. P09923;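 active = activation factor of the enzyme at least 2-fold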; note: the source names both 10 and 20 µM as test concentration; values of inactives mirror those of a sister screen read the other way
mIAP act: mouse IAP activation; muIAP, CDP-Star luminescence, 30 min; stronger effect = higher value; 1 = vehicle-only enzyme signal, 0 = enzyme-free wells; activation factor at 10 µM; actives 0.24% (n = 330,000);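 active = activation factor of at least 2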; note: the source names both 10 and 20 µM as test concentration; values of inactives mirror those of a sister screen read the other way
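System: Mouse IAP enzyme | Also added: CDP-Star substrate | Dosing: Compounds dispensed in DMSO | Schedule: 30 min enzyme-substrate-compound incubation at room temperature | Technique: Chemiluminescence readout | Control set: DMSO-only wells and no-enzyme negative control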
tim10-1 inh: growth inhibitors of tim10-1 mutant yeast; S. cerevisiae tim10-1 ts strain growth, BacTiter-Glo, 24 h; inhibition, % at 20 µM; actives 2.2% (n = 330,000); AID 463190;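 active = inhibition of at least 40%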;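 note: mutant grown at 25 °C; 0% = DMSO wells with yeast and 100% = wells holding no yeast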
mIAP block: mouse IAP inhibition; purified mouse IAP, CDP-Star luminescence, 30 min; inhibition, % at 10 µM; actives 0.2% (n = 330,000); AID 2806;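 active = inhibition of at least 40% at 10 µM in the primary screen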;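 note: plate controls were DMSO with enzyme for no effect and no enzyme wells for full effect; values of inactives mirror those of a sister screen read the other way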
NALP3 yeast inh: inhibitors of NALP3 inflammasome in yeast. actives 0.39% (n = 330,000). inhibition, % at 10 µM. AID 2825. Yeast reconstituted NLRP3/ASC/caspase-1, beta-gal luminescence, 24 h;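 active = inhibition of 50% or more; inactive = inhibition below 50%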;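 note: plate controls were induced DMSO wells for no effect and uninduced yeast grown without galactose for full effect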
The depositor's hits bear a star; . = not tested or not shown.

SMILES	ATG4B inhibitor	Apaf1 inhib	TIM10 inh	hIAP block	hIAP activ	mIAP act	tim10-1 inh	mIAP block	NALP3 yeast inh
COCCN1C(=O)N[C@@H](CCc2ccccc2)[C@H](C(C)=O)[C@H]1C	-6	-1	2	13	0.87	1.1	-3	-8	12
CCCS(=O)(=O)N1CCCC(C(=O)NCCN(C)Cc2ccccc2)C1 (centres undefined)	-10	-1	-9	2	0.98	0.96	5	4	20
COc1cc(S(=O)(=O)N(Cc2ccc(C)cc2)C2CCCCC2)ccc1-n1cnnn1	-13	8	7	4	0.96	0.95	21	5	3
CCCCCC(=O)NN1C(=S)N(c2ccc(OC)cc2)C(=O)C1CC(=O)Nc1ccccc1 (centres undefined)	-2	-16	18	-95	1.9	0.9	9	10	18
COc1ccc2[nH]c3nc(SCc4nnc(-c5ccc(C)cc5)o4)nnc3c2c1	2	-2	-6	-22	1.2	0.86	2	14	9
O=C(NCc1ccncc1)C(=O)C1C(=O)Nc2ccccc21 (centres undefined)	5	3	20	-12	1.1	1.1	-23	-6	8
COc1ccc(/C(N)=N/OC(=O)c2ccc3c(c2)OCO3)cc1OC	3	-3	47*	-8	1.1	0.97	69*	3	10
Cc1cccc(C(=O)O/N=C(\N)CS(=O)(=O)c2ccccc2)c1	-12	2	15	-12	1.1	0.9	3	10	1
CCCCCCNc1nc(-c2ccc(OC)cc2)c(CCC(=O)O)s1	2	13	11	-10	1.1	1	14	0	28
COc1cccc(-c2cc(C(=O)N3CCN(c4ccccc4OC)CC3)no2)c1	-6	24	15	29	0.71	1	26	-1	24
CC1(CCc2ccc3c(c2)OCO3)NCCc2c1[nH]c1ccccc21 (centres undefined)	-10	0	5	12	0.88	1.1	9	-12	28
C/C(CCc1ccc2c(c1)OCO2)=N\N=C1\NC(=O)CC(C(=O)Nc2ccc(Cl)cc2)S1 (centres undefined)	18	-10	19	-13	1.1	0.98	32	2	-1
Nc1ccccc1SCCS(=O)(=O)c1ccc(Cl)cc1	-3	6	-7	-14	1.1	0.98	31	2	28
O=S(=O)(c1ccc(Cl)cc1)N1CCC2(CC1)OCCO2	-6	-4	3	-25	1.3	1	12	-2	26
COCCNC(=O)CSc1n[nH]c(=O)n1CCc1ccccc1	0	8	1	-32	1.3	1.1	17	-13	15
O=C1CN(C(=O)c2ccccc2C(=O)O)c2ccccc2N1	4	-17	-2	9	0.91	1	-3	-3	17
COc1ccc(C(CNC(=O)C(C)Oc2ccc(Br)cc2)N2CCCCC2)cc1 (centres undefined)	-4	3	-4	8	0.92	0.95	5	5	16
Cc1ccc(CS(=O)(=O)CCC(=O)NCc2cccs2)cc1	-6	-1	2	7	0.93	1.1	-3	-7	1
Cn1nnc2cc(C(=O)Nc3ccccc3)ccc21	-7	3	-6	0	1	1.1	-32	-7	8
CN(C)S(=O)(=O)c1ccc(N2CCCC2)c(C(=O)NNC(=O)c2ccccc2)c1	-1	-3	-2	-9	1.1	0.93	-2	7	14
CC(Sc1nnc(-c2ccc(C(C)(C)C)cc2)n1C)C(N)=O (centres undefined)	-11	11	-15	-6	1.1	1	12	-3	0
CCC(C)[C@H]1COCCS(=O)(=O)N1Cc1ccccc1F (some centres undefined)	9	10	6	-1	1	1.1	29	-9	-4
CCN1CCN(CC2COc3ccccc3O2)CC1 (centres undefined)	-4	-27	-1	-12	1.1	1	20	0	15
Cc1ccccc1NC(=S)N(CCN1CCCCC1)Cc1ccco1	4	1	9	-22	1.2	1.1	6	-7	-8
O=C(Nc1ccc(S(=O)(=O)N2CCOCC2)cc1)c1cccc([N+](=O)[O-])c1	6	-9	-2	-11	1.1	0.9	7	10	19
O=C(CN1CCC(C(=O)c2ccc(F)cc2)CC1)Nc1ccccc1Cl	-6	24	-4	25	0.75	1	15	0	20
O=C(Oc1ccccc1N1C(=O)C2CCCCC2C1=O)c1ccccc1 (centres undefined)	-4	8	21	8	0.92	1.1	33	-13	-18
CSc1ccccc1NC(=O)c1cc(C(C)C)on1	-1	11	24	2	0.98	1.1	25	-7	-16
CCCCn1c(/N=C/c2ccc3c(c2)OCO3)nc2ccccc21	14	2	-1	-11	1.1	0.95	-18	5	15
Nc1nonc1-n1nnc(C(=O)N/N=C/c2ccc(F)cc2)c1-c1ccc2c(c1)OCO2	5	6	-15	12	0.88	0.97	4	3	8
CNCc1c(OCc2ccccc2)ccc2ccccc12	1	-8	-9	-19	1.2	0.97	2	3	22
O=c1[nH]cc(COCc2ccccc2)c(=O)[nH]1	3	-19	-4	-6	1.1	0.98	1	2	4
O=C(Cn1c(=O)oc2cc(S(=O)(=O)N3CCCCC3)ccc21)N1CCCCC1	-4	-6	5	-2	1	0.99	8	1	16
CC(=O)c1cccc(NC(=O)N2CCOCC2)c1	-4	-1	1	2	0.98	1	-5	-3	6
CC(C)C(OC(=O)c1cccs1)C(=O)NCc1ccc(F)cc1 (centres undefined)	1	5	-8	1	0.99	1.1	-13	-9	33
CCOC(=O)C1=C(C)NC(SCc2cc(=O)[nH][nH]2)=C(C#N)C1c1cccs1 (centres undefined)	-12	23	4	-70	1.7	0.9	15	10	9
COc1cc(C(=O)NC(C)c2ccc(-n3ccnc3)cc2)cc(OC)c1C (centres undefined)	5	41*	-2	-19	1.2	1.2	-13	-19	6
O=C(NNc1cccc(Cl)n1)C1CC1	3	1	9	-3	1	1.2	2	-15	11
NC(=O)C1CCN(C(=O)CN(c2ccc3c(c2)OCCO3)S(=O)(=O)c2ccccc2)CC1	1	5	5	-3	1	1	-15	-4	17
CC1(C)Cc2c(c(-c3ccccc3)nc(N3CCOCC3)c2C(N)=O)CO1	6	5	5	-8	1.1	0.96	10	4	-6
COc1ccccc1CN(C)C(=O)c1cccc(S(=O)(=O)N2CCc3ccccc3C2)c1	-5	11	18	-6	1.1	0.96	23	4	13
CCCCN(C)CCNC(=O)C(NC(=O)C1CCC(C)CC1)C(C)C (centres undefined)	3	-25	-3	-5	1	1	11	0	5
Cc1nc2c3cc(F)ccc3n(Cc3ccccc3F)c2s1	-2	1	26	-37	1.4	1	42*	0	-34
COc1ccc(-n2nc(C(=O)NCc3ccco3)c3c4ccccc4n(C)c3c2=O)cc1	-13	-1	18	8	0.92	0.89	5	11	-9
COc1ccc(NC(=S)Nc2ccc(Oc3ccccc3)cc2)cc1	4	5	1	-2	1	1.3	5	-29	33
CCN(CC)CCCNCC(=O)Nc1ccc(OC)c(Cl)c1	.	-7	-4	9	0.91	0.94	-4	6	-8
Cc1ccc(NC(=O)/C=C/c2ccco2)cc1S(=O)(=O)N1CCCCCC1	15	4	37	12	0.89	0.91	28	10	-4
CN(C)/C=C(\C=O)c1c(Cl)cccc1Cl	-1	-12	13	-4	1	1	8	-2	8
O=C(N/N=C/c1cc(Cl)cc([N+](=O)[O-])c1O)c1ccccc1NS(=O)(=O)c1cccs1	1	10	28	-22	1.2	0.59	28	41*	16
O=C(CSc1nnc(-c2ccncc2)o1)c1ccc2c(c1)OCCO2	-2	-1	-18	-4	1	0.97	-30	3	6

The listing continues.
SMILES	ATG4B inhibitor	Apaf1 inhib	TIM10 inh	hIAP block	hIAP activ	mIAP act	tim10-1 inh	mIAP block	NALP3 yeast inh
Cn1c(SCC(=O)c2ccccc2)ncc(C(=O)Nc2ccc(F)cc2)c1=O	-1	13	-7	-32	1.3	0.72	-15	28	15
Cc1ccc2c(CC(=O)OC(C)C(=O)Nc3ncc(Cl)cc3Cl)coc2c1 (centres undefined)	2	-7	5	-11	1.1	1	20	0	21
CCOC(=O)c1[nH]c2ccc(Cl)cc2c1NC(=O)/C=C/c1ccc2c(c1)OCO2	0	3	7	5	0.95	0.9	13	10	6
O=C(N/N=C1\CC(c2ccccc2)Oc2ccccc21)c1ccc(O)cc1 (centres undefined)	43*	20	0	-2	1	1	16	-2	15
O=C(Nc1ccc(Cl)cc1)OCc1cn(-c2ccccc2)nn1	-3	12	-3	2	0.98	1.1	-3	-13	37
Fc1ccc(COc2ccc(-c3nnco3)cc2)cc1	-2	-14	4	-2	1	0.9	-14	10	31
CC(C)(C)N(Cc1ccccc1)C(=O)COC(=O)CNS(=O)(=O)c1ccc2ccccc2c1	8	22	8	-3	1	0.97	16	3	6
O=C(O)c1cc(-c2ccc3ccccc3c2)nc2ccc(F)cc12	12	2	4	5	0.95	1	5	0	10
O=C(NCc1cnn(-c2ccccc2)c1)C1CCC(=O)N(C2CC2)C1 (centres undefined)	-5	-2	3	24	0.77	0.85	0	15	7
CC1CCN(S(=O)(=O)c2ccc3c(c2)N(CC(=O)NCCCN(Cc2ccccc2)C(C)C)C(=O)CO3)CC1	-3	20	4	-28	1.3	1.3	3	-32	2

Ordered by heavy-atom count (highest first): 4 of the compounds above.
SMILES	ATG4B inhibitor	Apaf1 inhib	TIM10 inh	hIAP block	hIAP activ	mIAP act	tim10-1 inh	mIAP block	NALP3 yeast inh
O=C(Oc1ccccc1N1C(=O)C2CCCCC2C1=O)c1ccccc1 (centres undefined)	-4	8	21	8	0.92	1.1	33	-13	-18
Cc1ccccc1NC(=S)N(CCN1CCCCC1)Cc1ccco1	4	1	9	-22	1.2	1.1	6	-7	-8
CSc1ccccc1NC(=O)c1cc(C(C)C)on1	-1	11	24	2	0.98	1.1	25	-7	-16
O=C(NNc1cccc(Cl)n1)C1CC1	3	1	9	-3	1	1.2	2	-15	11

(continued)
SMILES	ATG4B inhibitor	Apaf1 inhib	TIM10 inh	hIAP block	hIAP activ	mIAP act	tim10-1 inh	mIAP block	NALP3 yeast inh
COc1cccc(-c2nn(-c3ccccc3)cc2C(=O)OCC(=O)Nc2ncc(Cl)cc2Cl)c1	-1	14	16	13	0.87	0.89	11	11	4
COc1ccc(CN(C)CC(=O)NC(=O)NCc2ccccc2)c(OC)c1	-6	3	6	11	0.89	0.93	21	7	17
CCOc1ccc(S(=O)(=O)N2CCOCC2)cc1NC(=O)C1=COCCO1	-1	0	-5	-8	1.1	1	-5	-4	4
COCCN1C(=O)N(c2cccc(OC)c2)C(=O)C1CC(=O)Nc1ccc(Cl)cc1 (centres undefined)	-8	6	-8	6	0.94	1.1	5	-10	8
CC(C)C(=O)Nc1ncc2c(n1)CC(c1cccs1)CC2=O (centres undefined)	1	-2	12	-9	1.1	0.95	5	5	-4
Cc1ccc2c(n1)CC(C)(C)C/C2=N\O	-11	-5	5	-4	1	1	11	-2	-6
O=C(O)C1CC=CCC1C(=O)Nc1cccc(C(=O)N2CCCCC2)c1 (centres undefined)	-2	-18	15	20	0.8	1	12	-4	6
O=C1c2ccccc2C(=O)N1c1ccc(Cl)cn1	-5	-4	-2	3	0.97	1	19	-1	7
CCN1C(=O)NC(c2ccccc2)C1=O (centres undefined)	-2	-9	4	-5	1.1	0.96	1	4	23
Cc1c(C(=O)Nc2nnc(C3CC3)s2)oc2c(Cl)cccc12	17	16	19	2	0.98	1.1	10	-6	14
COc1c(Br)cc(C(N)=O)cc1OCc1ccccc1	67*	-7	15	-18	1.2	0.89	19	11	12
COCCOC(=O)c1[nH]c2c(c1C)C(=O)CC(c1ccc(F)cc1)C2 (centres undefined)	6	-6	6	-3	1	1.1	16	-11	-2
Cc1ccc(C)c(OCC(=O)Nc2ccccc2C(=O)N2CCOCC2)c1	3	12	9	5	0.95	0.85	11	15	30

Screening data: PubChem, Sanford-Burnham Center for Chemical Genomics
